Compound activity as filed in PubChem BioAssay.
NR1D1 modulator – Rev-erb alpha (human) modulation. Rev-erbα–FITC-DNA binding, fluorescence polarization, 90 min. AID 1259318. hit rate 0.79% among 370,000. activity, % at 10 µM;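 active = activity above about 14%, limit read from the data; passing the limit was not always enough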;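 also: 0% = DMSO wells with 35 nM protein and 100% = DMSO wells with 750 nM protein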
Target sequence (P20393 whole entry, looked up): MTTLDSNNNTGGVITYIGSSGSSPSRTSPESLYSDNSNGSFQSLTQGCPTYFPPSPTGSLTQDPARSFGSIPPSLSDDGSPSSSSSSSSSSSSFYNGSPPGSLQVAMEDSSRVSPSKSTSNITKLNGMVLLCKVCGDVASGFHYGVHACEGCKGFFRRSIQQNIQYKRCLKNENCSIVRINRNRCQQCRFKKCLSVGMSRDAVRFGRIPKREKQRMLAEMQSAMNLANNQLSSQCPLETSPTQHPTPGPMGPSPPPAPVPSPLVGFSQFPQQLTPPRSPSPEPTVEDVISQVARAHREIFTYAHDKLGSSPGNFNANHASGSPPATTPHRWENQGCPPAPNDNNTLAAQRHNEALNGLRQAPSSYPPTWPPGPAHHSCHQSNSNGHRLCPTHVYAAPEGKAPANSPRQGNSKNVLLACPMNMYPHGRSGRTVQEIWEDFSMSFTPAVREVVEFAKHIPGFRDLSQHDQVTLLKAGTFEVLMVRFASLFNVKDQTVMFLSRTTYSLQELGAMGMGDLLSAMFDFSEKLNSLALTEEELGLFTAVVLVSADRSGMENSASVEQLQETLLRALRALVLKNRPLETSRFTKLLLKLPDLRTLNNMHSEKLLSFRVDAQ
DAX1 inh-1 – inhibits human nuclear receptor DAX1; P51843; HEK293 Gal4-DAX1 luciferase reporter, luminescence; inhibition, % at 6.75 µM; hit rate 0.99% among 340,000; AID 504766;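 active = inhibition above the mean over all tested compounds plus 3 SD, cut at about 4.2% in these data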;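 also: 0% = DAX1-transfected cells with DMSO and 100% = empty-vector control cells with DMSO; inhibition shows as a rise in luminescence from relieved DAX1 repression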
PLCg1 inh – inhibitors of human phospholipase C gamma1; inhibition, % at 12.2 µM; AID 720700; P19174; hit rate 0.84% among 370,000; purified PLC-gamma1, fluorogenic substrate, fluorescence; in the data active = inhibition above about 9.5%
SMARCA2 act – activators of SMARCA2 function; activation, % at 9.1 µM; hit rate 1% among 370,000; MG213 cells, MMTV-luciferase reporter, dexamethasone, overnight; in the data active = activation above about 7.8%;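 also: 0% = vehicle wells and 100% = reference activator wells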
PLCb3 inh – blocks human PLC-beta3 enzyme activity | inhibition, % at 12.2 µM | hit rate 0.18% among 370,000 | AID 720704 | Purified PLC-beta3, fluorogenic substrate, fluorescence; in the data active = inhibition above about 11%;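 also: 0% = median of compound wells on plate and 100% = full blocker control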
ssDAF12 agonist – activators of S. stercoralis DAF-12 nuclear receptor; AID 652126; activation, % at 6.8 µM; HEK293 ssDAF-12/GRIP1 lit1-tk-luc reporter, luminescence; % of 3 µM dafachronic acid response; hit rate 1% among 370,000;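 active = activation above the mean over all tested compounds plus 3 SD, cut at about 0.9% in these data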;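 also: 0% = DMSO-only wells and 100% = 3 µM delta7-dafachronic acid wells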
hcDAF12 agonist – activators of H. contortus DAF-12 nuclear receptor; HEK293 hcDAF-12 lit1-tk-luc reporter, luminescence; 0% DMSO, 100% Δ7-dafachronic acid; activation, % at 6.8 µM; hit rate 1.4% among 370,000;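 active = activation above the mean of all tested compounds plus 3 SD, cut at about 5.5% in these data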;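 also: 100% = response to 3 µM Δ7-dafachronic acid high control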
DAX1 inh-2 – DAX1 (NR0B1) inhibition, primary screen; HEK293T StAR-luciferase reporter, SF-1/DAX-1 repression relief; inhibition, % at 6.8 µM; hit rate 1.1% among 370,000; AID 652010;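 active = inhibition above the mean over all tested compounds plus 3 SD, cut at about 3.6% in these data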;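 also: 0% = DAX-1 cells with DMSO and 100% = cells lacking DAX-1 with DMSO; higher inhibition means more luminescence from relief of DAX-1 repression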
ADAM17 inh – ADAM17 inhibition, QFRET primary screen. P78536. hit rate 0.83% among 370,000. inhibition, % at 6.95 µM. recombinant ADAM17, EDANS/DABCYL FRET peptide cleavage;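 active = inhibition above the mean of compounds lying between control limits plus 3 SD, set per campaign, cut at about 8.5% in these data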;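 also: 0% = DMSO-only wells as the low control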
hgDAF12 agonist – hgDAF-12 agonism, primary luciferase screen; HEK293 GAL4-hgDAF12 UAS-luciferase reporter, agonist luminescence; normalized to butyrate control; activation, % at 6.8 µM; hit rate 1.8% among 370,000;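 active = activation above a cutoff set at the mean of all screened compounds plus 3 SD, cut at about 10% in these data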;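 also: 0% = DMSO wells and 100% = sodium butyrate wells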
MBD2 inh – blocks human MBD2 binding to methylated DNA; TR-FRET, MBD2 binding to methylated oligonucleotide; inhibition, % at 4.4 µM; hit rate 0.31% among 370,000; in the data active = inhibition above about 13%
Target sequence (Q9UBB5 whole entry, looked up): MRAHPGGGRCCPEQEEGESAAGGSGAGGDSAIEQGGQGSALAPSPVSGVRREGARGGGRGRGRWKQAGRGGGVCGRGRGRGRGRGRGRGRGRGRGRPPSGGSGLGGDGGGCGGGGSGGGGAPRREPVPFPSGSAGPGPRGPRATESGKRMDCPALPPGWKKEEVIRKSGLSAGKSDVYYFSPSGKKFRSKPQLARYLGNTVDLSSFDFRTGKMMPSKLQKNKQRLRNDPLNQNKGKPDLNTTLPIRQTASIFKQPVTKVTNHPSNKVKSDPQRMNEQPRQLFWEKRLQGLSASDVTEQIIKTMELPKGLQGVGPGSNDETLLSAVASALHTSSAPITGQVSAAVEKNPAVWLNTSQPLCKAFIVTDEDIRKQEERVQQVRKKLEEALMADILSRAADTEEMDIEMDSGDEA
* = called active by the depositor; i = inactive; / = not tested or not shown.

SMILES	NR1D1 modulator	DAX1 inh-1	PLCg1 inh	SMARCA2 act	PLCb3 inh	ssDAF12 agonist	hcDAF12 agonist	DAX1 inh-2	ADAM17 inh	hgDAF12 agonist	MBD2 inh
Fc1ccc(NC(=S)NN2CCOCC2)cc1Cl	-5	-0.6	2	-4	1	0.0	-2.4	-0.4	1	-2.2	6
NC(=O)Cn1cc(/C=N\NS(=O)(=O)c2ccc(F)cc2)c2ccccc21	-7	-0.2	4	-3	-4	-1.4	-0.9	-0.8	3	-0.5	0
Cc1ccccc1C(=O)NCCNC(=O)c1cnccn1	0	-1.0	0	-1	-3	-0.5	-1.9	-0.1	1	2.4	-1
CCOC(=O)CSc1ncnc2c1cnn2-c1ccc(C)cc1C	2	1.9	0	0	-7	-1.0	1.1	-0.2	-4	-1.4	-3
Cc1c(Br)c([N+](=O)[O-])nn1CC(=O)NCc1ccccn1	1	0.3	-1	-1	1	-1.4	-0.7	-0.2	0	-0.9	2
Cc1nc2ccc(N)cc2c(=O)n1Cc1ccc(Cl)cc1	5	-0.5	-142	0	-174	-1.3	-0.5	-0.3	-218	-1.3	6
O=C(N/N=C\c1ccc(-c2ccccc2[N+](=O)[O-])o1)C1COc2cc3ccccc3cc2O1 (stereo not drawn)	7	-0.4	-11	0	-19	-0.7	-0.4	-1.7	3	-2.2	-3
Cc1ccc(C(=O)OCC(=O)NC(=O)c2cccn2C)cc1[N+](=O)[O-]	-5	2.0	-2	0	-8	-0.8	-1.6	-0.8	-2	-0.3	-7
Cc1ccc(C)c(S(=O)(=O)Nc2ccc(C(=O)NCCCN3CCOCC3)cc2)c1	-2	0.2	1	-1	-5	-0.6	0.1	0.9	-2	-2.5	0
O=C(NCC(c1ccco1)N1CCN(c2ccccc2)CC1)c1ccc2c(c1)OCO2 (stereo not drawn)	4	2.2	3	-4	-4	-1.5	0.8	-0.8	1	-1.7	-6
Cc1cc(CC(C)C)n(-c2nc3ccccc3c(=O)n2OCC(N)=O)n1	0	0.1	4	1	4	-1.4	-1.8	-0.8	0	1.4	-3
Cc1cc(CNC(=O)c2cccc(OC3CCN(S(=O)(=O)N(C)C)CC3)c2)on1	-5	0.4	3	0	-4	-0.8	-1.3	-2.1	0	4.2	1
COCn1c(-c2cccc(Br)c2)nc2ccccc21	-1	0.1	5	0	3	0.1	1.7	-1.2	3	3.0	-3
CCOC(=O)NC1(C(F)(F)F)C(=O)N(Cc2ccccc2)C2=C1C(=O)CC(C)(C)C2 (stereo not drawn)	-8	0.9	-2	4	6	-1.4	-0.7	0.0	0	3.2	-7
COC(=O)c1ccc(OCCN2C3=NCCN3c3ccccc32)cc1	-3	1.2	-1	-1	0	-0.9	0.1	-0.3	-5	0.3	6
Cc1ccc(C)c(-c2nnc(NC(=O)c3ccco3)o2)c1	-4	0.3	0	-2	-15	-0.6	-0.6	-1.6	-4	3.5	4
Nc1c(Cl)ncnc1N1CCN(c2ncnc(Cl)c2N)CC1	-2	-1.4	1	1	1	-0.8	1.0	-0.5	-3	1.1	3
CCc1ccc(Nc2n[n+](-c3ccccc3)c(-c3ccc(C(=O)O)cc3)s2)cc1	0	0.0	0	-1	4	-0.7	2.2	-0.1	-2	-0.1	3
COc1ccc2[nH]c(=O)c(C(c3nnnn3C3CCCC3)N3CCN(Cc4ccc5c(c4)OCO5)CC3)cc2c1 (stereo not drawn)	-7	1.7	-47	-2	-54	-1.2	-0.2	-1.1	-69	0.8	-4
CC1=C(C(=O)N(C)C)CC(CC(=O)NCc2ccco2)C(=O)N1Cc1ccccc1 (stereo not drawn)	7	0.9	0	-3	0	-1.4	-1.5	-0.1	-3	-0.4	2
CCOCc1c(C(=O)NCC(c2ccco2)N2CCCC2)oc2ccccc12 (stereo not drawn)	-4	-0.4	-3	-3	-12	-0.2	1.3	0.0	-4	2.2	-2
Cc1csc2c(=O)sc(NC(=O)c3cccs3)nc12	13	/	1	-1	-3	-1.7	1.2	-0.3	-2	-0.2	-3
CN(C)c1cc[n+](CC(=O)N2c3ccccc3Sc3ccccc32)cc1	0	-0.7	-1	-4	-3	-1.3	-1.7	-0.3	-1	-1.2	-6
C[C@@H]1CC[C@H](Cc2ccc(-n3cccc3)cc2)N1C(=O)OC(C)(C)C	5	-0.6	2	-2	4	-0.9	-2.7	-0.6	-3	-0.5	-6
Cc1ccc(S(=O)(=O)N2C[C@]3(O)C[C@@H]4C(=O)N(c5ccccc5)C(=O)[C@@H]4C[C@]3(OC(=O)NCc3ccccc3)C2)cc1	-4	1.3	-1	0	1	-0.3	-0.4	0.7	-4	0.9	9
Cc1ccc(CN2CCCCC(NC(=O)c3ccc(C)cc3)C2=O)cc1 (stereo not drawn)	-7	/	1	0	0	-1.2	-1.5	-1.6	-6	2.0	-2
Cc1cccc(-c2cc3nc(-c4ccccc4)cc(=O)n3[nH]2)c1	2	6.4*	-64	5	-104	0.0	0.9	1.1	-72	6.8	-4
O=C(NCCCN1CCOCC1)c1cnccn1	-2	0.4	-1	-3	-8	-1.1	-0.4	0.0	-2	-0.7	3
CCOC(=O)Nc1ccccc1N1C(=O)c2ccccc2C1=O	7	-1.1	0	-2	1	-0.5	-1.8	-0.8	-4	-1.9	0
Cn1cc(Br)c(C(=O)NN2C(=O)C3C(C2=O)C2C=CC3C23CC3)n1 (stereo not drawn)	4	3.5	3	1	-1	-0.9	-1.2	-0.2	-5	-1.7	3

Next part, starting with the last 3 of the part before.
SMILES	NR1D1 modulator	DAX1 inh-1	PLCg1 inh	SMARCA2 act	PLCb3 inh	ssDAF12 agonist	hcDAF12 agonist	DAX1 inh-2	ADAM17 inh	hgDAF12 agonist	MBD2 inh
O=C(NCCCN1CCOCC1)c1cnccn1	-2	0.4	-1	-3	-8	-1.1	-0.4	0.0	-2	-0.7	3
CCOC(=O)Nc1ccccc1N1C(=O)c2ccccc2C1=O	7	-1.1	0	-2	1	-0.5	-1.8	-0.8	-4	-1.9	0
Cn1cc(Br)c(C(=O)NN2C(=O)C3C(C2=O)C2C=CC3C23CC3)n1 (stereo not drawn)	4	3.5	3	1	-1	-0.9	-1.2	-0.2	-5	-1.7	3
COc1ccc(CCNC(=O)C2CCN(S(=O)(=O)c3ccc(F)cc3)CC2)cc1	3	1.4	5	-1	-1	-0.7	1.6	-0.6	3	-0.6	-2
COc1cc(C(C)=O)ccc1OCC(=O)Nc1ccc(Cl)c(S(=O)(=O)N2CCOCC2)c1	0	-1.8	-1	-4	-3	-2.0	-3.6	-4.4	-1	-5.4	-1
CCOc1cccc(-c2c(C(=O)N/N=C/c3ccoc3)nnn2-c2nonc2N)c1	-4	-0.1	-4	-3	-11	-1.3	0.3	0.0	2	-0.6	4
OCCC1CN(Cc2cnc(-c3ccc(Cl)cc3)nc2)CCN1C1CCCCC1 (stereo not drawn)	1	-3.6	1	-5	-8	-2.0	-3.3	-1.5	0	-3.7	-4
CCc1ccc(C(=O)NCC2COc3ccccc3O2)o1 (stereo not drawn)	-1	0.9	0	0	2	-1.6	0.6	0.2	-3	5.0	1
Cc1cccc(Nc2ccc3nonc3c2[N+](=O)[O-])c1C	-7	-0.1	2	1	-1	-1.8	-0.1	-0.3	-1	-0.3	-2
CC(=O)c1ccc(OCCCC(=O)NC2CCCc3ccccc32)cc1 (stereo not drawn)	-7	-2.0	0	-1	1	-0.7	1.8	-0.2	3	-0.2	-3
Cc1ccc(S(=O)(=O)N(C)CC(=O)NCCc2c[nH]c3ccccc23)cc1	-2	-1.5	-2	-3	-10	-0.7	-0.7	-0.9	1	-1.8	-1
CCOC(=O)c1sc(N)nc1C(C)C	-3	1.4	1	0	7	-1.2	-1.8	0.2	-4	-1.3	-7
COc1cccc(CN(C)C(=O)c2csc3c2CCCC3)c1OC	2	3.0	2	-2	3	-1.2	-0.4	-0.8	0	-0.2	-4
COCCN1C(=O)CCC1(C)C(=O)Nc1ccc2c(c1)OCCO2 (stereo not drawn)	-1	/	6	-4	1	-1.5	-2.5	-1.6	-2	-3.4	4
Cc1cc(C(=O)NCC(=O)Nc2c(C)cccc2C)c(C)o1	0	-0.4	-1	-2	-2	0.5	-0.7	1.4	0	4.0	-4
COc1cc(OC)cc(-c2c(C#Cc3ccsc3)c3cc(-c4ccc5[nH]ccc5c4)ccc3n2C)c1	-2	1.3	-106	1	-180	-1.1	-1.2	-0.8	-14	2.5	2
CNC[C@H]1Oc2c(NS(=O)(=O)c3ccc(OC)cc3)cccc2C(=O)N([C@H](C)CO)C[C@H]1C	-9	1.1	-2	0	0	-1.3	0.9	0.1	0	1.4	-8
Cc1nc2sc3c(c2c(=O)n1NC(=O)CCl)CCCC3	9	-1.0	4	-3	-5	-0.6	-2.1	-2.4	-2	-5.4	4
Cc1c(NC(=O)c2ccc(NS(=O)(=O)c3ccccc3)cc2)c(=O)n(-c2ccccc2)n1C	-5	1.5	-1	-3	-2	-1.2	-0.1	-0.9	0	-2.6	3
CCN(CC(=O)NC(C)(C)C)C(=O)c1ccc(Br)cc1	1	-0.5	2	-6	-5	-1.4	0.0	-0.4	2	-0.8	3
CCCNC(=S)N1CCN(c2nc(-c3cccc(OC)c3)cs2)CC1	-8	1.4	2	-2	-12	-1.5	-2.2	-0.4	-2	-2.1	-2
CC(O)(C#CCN1CCCCC1)c1ccccc1 (stereo not drawn)	-6	1.3	0	2	-1	-1.4	-3.1	-0.1	-4	-1.5	-2
CCOc1c2ccc(C(=O)NCc3ccc4c(c3)OCO4)cc2nn1CC	-2	1.2	-345	1	i	-1.6	-1.2	-0.4	-214	1.6	-5
COC(=O)[C@@]12CCCCN1[C@H](c1ccc(-c3ccc(Cl)c(Cl)c3)cc1)[C@H]1C(=O)N(C)C(=O)[C@H]12	-3	0.5	9	0	3	-1.0	-1.5	0.1	3	-0.5	8
CC(SCc1ccccc1)C(=O)Nc1ccccc1Br (stereo not drawn)	0	-0.8	2	-2	-5	-1.1	0.2	-0.4	0	2.3	6
CC(=O)NC(=S)Nc1ccc(N2CCOCC2)c(S(=O)(=O)Nc2cc(Cl)ccc2Cl)c1	-3	3.0	-2	4	-6	-1.6	-1.1	-0.8	3	-1.2	-7
COC(C(=O)NCc1ccc(C)cc1)c1ccccc1 (stereo not drawn)	-4	0.0	2	3	3	-2.1	-0.3	0.0	-1	-0.8	1
COC(=O)c1cc(C)sc1NC(=O)CC1Nc2ccccc2NC1=O (stereo not drawn)	-5	1.6	-25	-3	-40	-1.1	0.1	-1.6	-29	-1.9	6
Cc1cccc(N2CCN(C(=O)c3ccc4nc[nH]c4c3)CC2)c1C	-7	0.3	-1	-1	-3	-1.9	-0.8	0.1	0	-1.7	5
Cc1ccc(SCCNC(=O)/C=C/c2ccccc2Cl)cc1	-5	0.1	5	-6	-7	-0.8	-0.7	-0.4	6	-1.4	8
Cn1c(SCC(=O)N2CCOCC2)nnc1-c1ccc(NC(=O)c2ccccc2F)cc1	-4	0.2	0	-2	1	-1.3	-0.1	-0.1	-3	-0.6	-1
COc1cccc(/C=N/NC(=S)Nc2cccc(S(=O)(=O)N(C)C)c2)c1	-4	-3.5	-5	0	-12	-0.9	-0.1	-0.6	-3	-2.0	0
